M1 ag parental – M1 agonist counterscreen hit in parental CHO-K1 cells; Fluo-8 calcium fluorescence; scaled to maximal ATP response, vehicle zero; actives 0.48% (n = 360,000); activation, % at 3 µM; in the data active = activation above about 15%;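 note: untransfected CHO-K1 host cells lacking M1 receptor as counterscreen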
M1 antag – antagonists of human M1 muscarinic receptor; P11229; CHO-K1 hM1, Fluo-8 calcium fluorescence, ACh EC80 antagonist; inhibition, % at 3 µM; actives 1.3% (n = 360,000); AID 588852;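 active = percent inhibition above its own plate's cutoff, namely the mean of that plate's compound wells plus 3 SD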;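 note: peak over basal fluorescence ratio during 140 s after agonist addition; 0% = ACh EC80 plus DMSO and 100% = DMSO alone without agonist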
M1 PAM – human CHRM1 positive allosteric modulation; P11229; CHO-K1 hM1, Fluo-8 calcium fluorescence, ACh EC20; 0% = ACh EC20, 100% = maximal ACh; actives 0.088% (n = 360,000); activation, % at 3 µM; AID 588819; in the data active = activation above about 19%, passing the limit was not always enough
CHO-K1 Ca antag – counter-screen for M1 antagonists: effect in parental CHO-K1 cells. ATP-induced calcium, Fluo-8 fluorescence. inhibition, % at 3 µM. actives 0.6% (n = 360,000). AID 602250;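 active = inhibition above a per-plate cutoff, the plate's mean sample inhibition plus 3 SD, cut at about 24% in these data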;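 note: 0% = DMSO plus EC80 ATP and 100% = DMSO alone without ATP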
OXTR potentiator – potentiates the human oxytocin receptor response; P30559; CHO-OTR cells, Fluo-8 calcium fluorescence, potentiator mode; 0% = oxytocin EC15, 100% = EC100; activation, % at 3 µM; actives 0.061% (n = 320,000); AID 2445;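 active = activation above that plate's cutoff, the mean activation of tested compounds plus 3 SD, cut at about 6.6% in these data, passing the limit was not always enough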;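 note: 100% uses oxytocin at 75 nM as the full agonist control; some results filed as inactive read as strong as hits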
Target sequence (P30559 whole entry, looked up): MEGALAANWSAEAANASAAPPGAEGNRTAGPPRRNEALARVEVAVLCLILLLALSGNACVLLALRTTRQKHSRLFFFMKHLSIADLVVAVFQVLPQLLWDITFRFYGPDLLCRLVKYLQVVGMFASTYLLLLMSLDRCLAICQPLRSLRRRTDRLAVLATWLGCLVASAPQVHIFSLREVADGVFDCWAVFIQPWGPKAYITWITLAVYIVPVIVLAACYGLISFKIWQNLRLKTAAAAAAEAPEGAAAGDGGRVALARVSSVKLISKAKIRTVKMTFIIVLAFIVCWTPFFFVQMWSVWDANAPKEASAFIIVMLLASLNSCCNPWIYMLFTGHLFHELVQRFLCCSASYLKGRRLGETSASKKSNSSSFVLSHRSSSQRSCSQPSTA
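Material: human OTR in CHO cells. Compound: 3.0 µM, one dose. Timing: compound 6 min at room temperature before oxytocin, 100 s read. Evaluation: % activation of max/min ratio relative to oxytocin controls. Replication: single well per compound, singlicate. Signal: Fluo-8 calcium dye fluorescence.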
CHRM4 antagonist – blocks acetylcholine activation of human M4 receptor; P08173; CHO-hM4 cells, ACh EC80, Fluo-8 calcium fluorescence; inhibition, % at 3 µM; actives 0.73% (n = 360,000); AID 624125;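 active = inhibition above its plate's cutoff, the mean inhibition of sample wells plus 3 SD, cut at about 27% in these data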;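 note: 0% = acetylcholine EC80 with DMSO and 100% = DMSO without agonist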
Target sequence (P08173 whole entry, looked up): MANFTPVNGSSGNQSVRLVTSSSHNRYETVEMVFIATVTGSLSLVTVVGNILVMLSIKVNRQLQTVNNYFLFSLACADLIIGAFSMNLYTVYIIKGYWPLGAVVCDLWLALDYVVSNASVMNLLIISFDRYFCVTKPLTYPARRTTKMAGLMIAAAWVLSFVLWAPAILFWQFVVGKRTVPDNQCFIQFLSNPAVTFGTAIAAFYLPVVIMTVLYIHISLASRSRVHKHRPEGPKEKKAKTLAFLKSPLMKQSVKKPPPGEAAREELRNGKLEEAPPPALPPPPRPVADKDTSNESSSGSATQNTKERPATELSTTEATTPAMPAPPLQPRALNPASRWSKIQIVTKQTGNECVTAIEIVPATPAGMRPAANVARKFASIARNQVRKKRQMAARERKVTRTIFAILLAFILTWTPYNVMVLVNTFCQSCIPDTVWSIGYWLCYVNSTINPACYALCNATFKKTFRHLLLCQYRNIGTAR
M4 ag – agonists of human muscarinic M4 receptor (CHRM4); CHO-K1 hM4/Gqi5, Fluo-8 calcium fluorescence; vehicle 0%, full acetylcholine response 100%; activation, % at 3 µM; actives 0.14% (n = 360,000); AID 624127;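 active = activation above the run mean over all test wells plus 3 SD, cut at about 32% in these data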;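 note: peak over basal fluorescence ratio per well then scaled between controls; 0% = DMSO wells and 100% = acetylcholine at EC100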
M1 ag – agonists of human M1 muscarinic receptor; activation, % at 3 µM; AID 588814; P11229; CHO-K1 hM1, Fluo-8 calcium fluorescence, agonist mode; 0% DMSO, 100% acetylcholine EC100; actives 0.33% (n = 360,000);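 active = activation above the run's mean compound activation plus 3 SD, cut at about 16% in these data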;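 note: peak over basal fluorescence ratio within a 140 s kinetic read after compound addition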
CHO parental Ca – counter-screen: ATP calcium response change in parental CHO cells | parental CHO-K1, ATP-induced calcium, Fluo-8 fluorescence | inhibition, % at 5.6 µM | actives 0.63% (n = 330,000) | AID 463079;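 active = inhibition above that plate's mean sample inhibition plus 3 SD, cut at about 26% in these data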;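 note: 0% = ATP-challenged DMSO wells and 100% = DMSO wells without ATP; some compounds past the cut are filed as inactive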
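test system = CHO parental line | reagent = ATP stimulus | measured by = intracellular calcium via Fluo-8 no-wash fluorescent dye | control set = ATP and no-ATP DMSO wells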
Starred values were filed as active, the others as inactive; & = joins results of further samples.

For CCOc1ccccc1N(CC)C(=O)c1ccc2c(=O)n3c(nc2c1)CCCCC3 the results were M1 ag parental 0.1, M1 antag 2.8, M1 PAM 6.0, CHO-K1 Ca antag -0.3, OXTR potentiator -16.9, CHRM4 antagonist -15.4, M4 ag 3.8, M1 ag -4.9 and CHO parental Ca -21.6.
Screening Cc1nc2cc(-c3cccc(F)c3)nn2c(C)c1CCC(=O)N1CCN(c2ccccn2)CC1 returned M1 ag parental 0.3, M1 antag -1.1, M1 PAM 3.5, CHO-K1 Ca antag 0.4, OXTR potentiator -1.3, CHRM4 antagonist -5.3, M4 ag 0.2, M1 ag -2.6 and CHO parental Ca 5.7.
`Cc1ccc(C(=O)NCC(=O)N2CCN(S(=O)(=O)c3cccs3)CC2)s1` gave M1 ag parental 4.4, M1 antag 10.6, M1 PAM -3.4, CHO-K1 Ca antag -5.1, OXTR potentiator -16.7, CHRM4 antagonist 4.4, M4 ag 16.4, M1 ag -3.9 and CHO parental Ca 13.5.
`O=C(CSc1nnnn1C1CC1)Nc1ccc(S(=O)(=O)N2CCOCC2)cc1` gave M1 ag parental 0.9, M1 antag 2.5, M1 PAM 1.4, CHO-K1 Ca antag -7.1, OXTR potentiator 0.6, CHRM4 antagonist -4.5, M4 ag 1.2, M1 ag -3.2 and CHO parental Ca -15.8.
Screening COc1ccc(Sc2nc3ccccc3n3c(C(F)(F)F)nnc23)cc1 returned M1 ag parental 0.6, M1 antag -9.1, M1 PAM 10.6, CHO-K1 Ca antag 1.7, OXTR potentiator 5.0, CHRM4 antagonist 7.3, M4 ag 0.5, M1 ag -2.0 and CHO parental Ca -5.7.
Cc1ccc(C(C)NC(=O)c2cc(C)oc2C)cc1 (stereo not drawn) was read as M1 ag parental 0.1, M1 antag -5.3, M1 PAM 6.1, CHO-K1 Ca antag 1.3, OXTR potentiator -1.9, CHRM4 antagonist 2.4, M4 ag -0.9, M1 ag -4.2 and CHO parental Ca -12.8.
For O=C(CNS(=O)(=O)c1ccccc1)Nc1cccc([N+](=O)[O-])c1 the results were M1 ag parental 1.3, M1 antag -3.3, M1 PAM 6.0, CHO-K1 Ca antag -11.5, OXTR potentiator -7.4, CHRM4 antagonist -6.2, M4 ag 1.8, M1 ag -5.0 and CHO parental Ca -6.3.
Screening CCC(C)(C)NC(=O)C(c1ccc(O)cc1)N(CCOC)C(=O)CCC(=O)Nc1nccs1 (stereo not drawn) returned M1 ag parental 4.0, M1 antag -9.7, M1 PAM 10.5, CHO-K1 Ca antag -11.5, OXTR potentiator 3.8, CHRM4 antagonist -1.0, M4 ag 0.8, M1 ag -0.1 and CHO parental Ca -14.9.
Screening COc1ccc(-c2c[n+]3c(n2-c2c(C)n(C)n(-c4ccccc4)c2=O)CCCCC3)cc1 returned M1 ag parental -0.2, M1 antag 7.9, M1 PAM -11.8, CHO-K1 Ca antag 6.0, OXTR potentiator -5.6, CHRM4 antagonist -2.3, M4 ag 0.6, M1 ag -14.4 and CHO parental Ca 0.5.
For CCOc1nc(Nc2ccc(OC)c(Cl)c2)nc(N2CCN(c3ccc(OC)cc3)CC2)n1 the results were M1 ag parental -0.3, M1 antag 1.3, M1 PAM -1.5, CHO-K1 Ca antag -4.6, OXTR potentiator -5.7, CHRM4 antagonist 5.7, M4 ag -0.3, M1 ag -4.1 and CHO parental Ca -15.8.
Screening CCOC(=O)c1cc(CC)sc1NC(=O)CC1Sc2ccc(C(F)(F)F)cc2NC1=O (stereo not drawn) returned M1 ag parental 1.2, M1 antag -9.5, M1 PAM 4.6, CHO-K1 Ca antag -10.2, OXTR potentiator -1.4, CHRM4 antagonist 6.3, M4 ag 0.9, M1 ag -7.7 and CHO parental Ca -10.2.
COc1ccc(C(=O)CSc2nc3ncccc3[nH]2)cc1OC was read as M1 ag parental 2.0, M1 antag 8.1, M1 PAM 8.8, CHO-K1 Ca antag 4.8, OXTR potentiator 0.3, CHRM4 antagonist 4.6, M4 ag 6.6, M1 ag 2.9 and CHO parental Ca -13.6.
For Cc1nnc(SCC(=O)N(CCC#N)c2ccc3c(c2)OCCO3)s1 the results were M1 ag parental 0.9, M1 antag 3.3, M1 PAM 0.9, CHO-K1 Ca antag -14.1, OXTR potentiator -7.4, CHRM4 antagonist -8.8, M4 ag 0.2, M1 ag -2.1 and CHO parental Ca -4.3.
COC(=O)c1cc2c(ccn2-c2ccc(F)cc2)n1CC(C)C was read as M1 ag parental -0.2, M1 antag -7.7, M1 PAM 9.4, CHO-K1 Ca antag -20.4, OXTR potentiator 1.8, CHRM4 antagonist -15.9, M4 ag 1.9, M1 ag 2.9 and CHO parental Ca -34.0.
`O=C(Cc1ccccc1)N/N=C/c1ccc(S(=O)(=O)O)o1` gave M1 ag parental 0.3, M1 antag -3.2, M1 PAM 3.2, CHO-K1 Ca antag -12.2, OXTR potentiator -0.4, CHRM4 antagonist -5.7, M4 ag 0.6, M1 ag -2.9 and CHO parental Ca 7.0.
For CCCCNC(=O)CNC(=O)c1nn(-c2ccc(OC)c(Cl)c2)c(=O)c2ccccc12 the results were M1 ag parental 0.1, M1 antag -19.1, M1 PAM 13.1, CHO-K1 Ca antag 8.2, OXTR potentiator -16.4, CHRM4 antagonist 11.0, M4 ag 0.8, M1 ag -1.8 and CHO parental Ca -15.2.
COc1ccc(CCNC(=O)C/C(C)=N/NC(=O)c2cnccn2)cc1 was read as M1 ag parental -0.1, M1 antag 5.9, M1 PAM -4.8, CHO-K1 Ca antag -4.5, OXTR potentiator 0.2, CHRM4 antagonist -1.9, M4 ag 0.7, M1 ag -0.5 and CHO parental Ca 4.5.
Screening O=C(NNC(=O)c1ccc[nH]1)c1cc(Cl)cc(Cl)c1 returned M1 ag parental 2.6, M1 antag -13.5, M1 PAM 7.9, CHO-K1 Ca antag -11.4, OXTR potentiator -6.1, CHRM4 antagonist -2.2, M4 ag 2.6, M1 ag -1.0 and CHO parental Ca 2.0.
For Cc1c(N=C2Nc3cccc4cccc2c34)c(=O)n(-c2ccccc2)n1C the results were M1 ag parental 0.8&2.4, M1 antag -8.9&8.9, M1 PAM -1.7&-13.4, CHO-K1 Ca antag -12.4&-2.3, OXTR potentiator -7.4, CHRM4 antagonist -12.0&12.1, M4 ag 1.2&0.1, M1 ag -5.7&-6.5 and CHO parental Ca -7.7.
For COc1cc(OC)c(OC)cc1CN(C)CC1CCCN(CCc2ccccc2F)C1 (stereo not drawn) the results were M1 ag parental 0.7, M1 antag -14.0, M1 PAM 1.0, CHO-K1 Ca antag -7.7, OXTR potentiator 6.1, CHRM4 antagonist -11.1, M4 ag 1.9, M1 ag -8.8 and CHO parental Ca -14.4.

Next part, starting with the last two of the part before.
For Cc1c(N=C2Nc3cccc4cccc2c34)c(=O)n(-c2ccccc2)n1C the results were M1 ag parental 0.8&2.4, M1 antag -8.9&8.9, M1 PAM -1.7&-13.4, CHO-K1 Ca antag -12.4&-2.3, OXTR potentiator -7.4, CHRM4 antagonist -12.0&12.1, M4 ag 1.2&0.1, M1 ag -5.7&-6.5 and CHO parental Ca -7.7.
For COc1cc(OC)c(OC)cc1CN(C)CC1CCCN(CCc2ccccc2F)C1 (stereo not drawn) the results were M1 ag parental 0.7, M1 antag -14.0, M1 PAM 1.0, CHO-K1 Ca antag -7.7, OXTR potentiator 6.1, CHRM4 antagonist -11.1, M4 ag 1.9, M1 ag -8.8 and CHO parental Ca -14.4.
For C/C(=N\NC(=O)c1nn(C)c(C)c1Br)c1cccc(NC(=O)c2ccc(F)cc2)c1 the results were M1 ag parental 0.8, M1 antag -8.3, M1 PAM 3.7, CHO-K1 Ca antag -2.8, OXTR potentiator -4.8, CHRM4 antagonist 9.1, M4 ag 0.5, M1 ag -1.4 and CHO parental Ca -8.5.
COc1ccc(Cl)cc1S(=O)(=O)N1CCC(C(=O)NCC2CCCO2)CC1 (stereo not drawn) was read as M1 ag parental 0.9, M1 antag -5.3, M1 PAM 6.0, CHO-K1 Ca antag -12.8, OXTR potentiator -10.4, CHRM4 antagonist 14.2, M4 ag 0.8, M1 ag -2.3 and CHO parental Ca -1.1.
`CC(C)CCNC(=O)c1onc(CSc2ccc(F)c(F)c2)c1C(=O)NCCC(C)C` gave M1 ag parental -0.4, M1 antag 15.9, M1 PAM -10.7, CHO-K1 Ca antag 16.3, OXTR potentiator -7.4, CHRM4 antagonist 5.2, M4 ag 0.1, M1 ag -4.0 and CHO parental Ca -18.1.
For Cc1ccc(-c2nc3ccccc3c(=O)n2CCN2CCOCC2)cc1 the results were M1 ag parental 0.4, M1 antag -11.4, M1 PAM 10.7, CHO-K1 Ca antag -10.1, OXTR potentiator 3.1, CHRM4 antagonist -1.6, M4 ag 2.2, M1 ag -1.6 and CHO parental Ca -15.4.
For COc1ccc(CSc2nnc(C)s2)cc1F the results were M1 ag parental 4.5, M1 antag 2.9, M1 PAM -1.7, CHO-K1 Ca antag -13.3, OXTR potentiator -0.6, CHRM4 antagonist 5.0, M4 ag 18.8, M1 ag -5.8 and CHO parental Ca -9.2.
Screening Fc1ccc(N2CCN(C(c3cccs3)c3nnnn3C3CCCC3)CC2)cc1 (stereo not drawn) returned M1 ag parental 0.2, M1 antag 10.7, M1 PAM -10.7, CHO-K1 Ca antag -4.2, OXTR potentiator -3.8, CHRM4 antagonist -4.4, M4 ag 1.2, M1 ag -8.0 and CHO parental Ca -20.2.
For CN(C)S(=O)(=O)c1ccc2c(c1)C(=O)c1cc(S(=O)(=O)N(C)C)ccc1CC2 the results were M1 ag parental 1.8, M1 antag 5.8, M1 PAM 3.1, CHO-K1 Ca antag -12.0, OXTR potentiator -4.6, CHRM4 antagonist -6.2, M4 ag 5.4, M1 ag -5.3 and CHO parental Ca -9.2.
For O=C(Nc1ccc2c(c1)OCCO2)C1CC(O)CN1C(=O)Nc1ccccc1 (stereo not drawn) the results were M1 ag parental 1.1, M1 antag -16.5, M1 PAM 14.5, CHO-K1 Ca antag -21.8, OXTR potentiator -2.2, CHRM4 antagonist -1.0, M4 ag -0.1, M1 ag -2.2 and CHO parental Ca 7.0.
CCN(CC)S(=O)(=O)c1ccc(N2CCOCC2)c(NC(=O)c2ccc(OC)c([N+](=O)[O-])c2)c1 was read as M1 ag parental 0.3, M1 antag -0.9, M1 PAM -0.3, CHO-K1 Ca antag -11.6, OXTR potentiator -4.7, CHRM4 antagonist -2.5, M4 ag 1.8, M1 ag -2.3 and CHO parental Ca -9.2.
Cc1ccc(NS(=O)(=O)c2ccc(C(=O)NCCCN3CCOCC3)cc2)cc1 was read as M1 ag parental 0.8, M1 antag 1.3, M1 PAM -1.4, CHO-K1 Ca antag -0.5, OXTR potentiator -2.1, CHRM4 antagonist 1.1, M4 ag -0.2, M1 ag -5.7 and CHO parental Ca -6.2.
For CC1(C)CC(NC(=O)C2CCCCC2)CC(C)(C)N1 the results were M1 ag parental 0.8, M1 antag 5.3, M1 PAM -2.2, CHO-K1 Ca antag -5.8, CHRM4 antagonist 10.7, M4 ag -0.4 and M1 ag -4.2.
`CCCCn1ccnc1C(=O)c1cccc(S(=O)(=O)N2CC(C)CC(C)C2)c1` (stereo not drawn) gave M1 ag parental -0.4, M1 antag 3.5, M1 PAM -6.9, CHO-K1 Ca antag 10.2, OXTR potentiator -8.2, CHRM4 antagonist -7.3, M4 ag 0.6, M1 ag -3.2 and CHO parental Ca -1.8.

Screens from PubChem BioAssay.
